Bioassay records deposited in PubChem BioAssay by several laboratories.
HGIII-sPLA2 inh = Inhibits HGIII-sPLA2 liposome hydrolysis, primary screen | QFRET BODIPY PC-A2 liposome hydrolysis, fluorescence | inhibition, % at 12.2 µM | 370,000 compounds, 0.56% hits | AID 743126;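 active = inhibition above mean plus 3 SD of compounds lying within the high and low control bounds, cut at about 19% in these data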;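 note: 0% = median of test compound wells and 100% = no enzyme DMSO wells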
ARFGAP1 inh = rat ARFGAP1 inhibition; Q62848; Arfgap1-stimulated ARF1 GTP hydrolysis, GDP FP detection; inhibition, % at 16.5 µM; 360,000 compounds, 0.26% hits; AID 651572;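 active = inhibition above a per-plate limit, mean inhibition of low control wells plus 3 SD, cut at about 25% in these data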;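 note: 0% = DMSO wells with enzyme and 100% = wells lacking Arfgap1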
Target sequence (Q62848 1-136 limits assumed): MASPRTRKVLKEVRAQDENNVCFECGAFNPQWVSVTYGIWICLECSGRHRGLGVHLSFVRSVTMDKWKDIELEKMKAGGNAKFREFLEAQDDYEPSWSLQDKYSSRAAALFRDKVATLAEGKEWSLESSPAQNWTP
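Assay system: purified rat His6-Arfgap1 residues 1-136 (GAP domain); Reagent: human Δ17 ARF1 bound to GTP; Dosing: 16.5 µM single point, 1.26% DMSO; Times: GTP hydrolysis reaction 2 h at 25 °C; Signal: FP, GDP Alexa 633 tracer displaced from anti-GDP antibody, 620/688 nm; Measure: % inhibition from polarization.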
rCAG binder = molecules binding r(CAG) RNA repeats; r(CAG) RNA repeat, TO-PRO-1 dye displacement fluorescence; inhibition, % at 3 µM; 370,000 compounds, 1.3% hits;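 active = inhibition above the plate cutoff, the mean of all test compounds on that plate plus 3 SD, cut at about 35% in these data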;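 note: 0% = DMSO alone and 100% = 100 µM mitoxantrone as full dye displacement; higher means more dye released from RNA so lower well fluorescence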
NPR2 activator = GC-B (human) receptor activation | HEK293-GC-B cells, CNP EC30, cGMP TR-FRET; 0% at EC30 CNP, 100% saturating CNP | activation, % at 10 µM | 370,000 compounds, 0.11% hits | AID 1920062;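 active = activation at 10 µM reaching about 35% in either raw or pattern-adjusted values, limit read from the data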
GC-A act = GC-A (human) enzyme activation | P16066 | AID 1671463 | activation, % at 10 µM | HEK293 GC-A cells, cGMP TR-FRET, EC30 ANP; 0% at EC30 ANP, 100% saturating ANP | 370,000 compounds, 0.14% hits; in the data active = activation above about 40%
proKLK7 act = activators of human kallikrein-7 zymogen; P49862; purified proKLK7, EDANS-DABCYL substrate fluorescence; 100% is mature enzyme control, 0% vehicle; activation, % at 7 µM; 370,000 compounds, 0.9% hits; AID 652039;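 active = activation above the mean of all tested compounds plus 3 SD, computed per campaign excluding outliers beyond control limits, cut at about 13% in these data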
Target sequence (P49862 whole entry, looked up): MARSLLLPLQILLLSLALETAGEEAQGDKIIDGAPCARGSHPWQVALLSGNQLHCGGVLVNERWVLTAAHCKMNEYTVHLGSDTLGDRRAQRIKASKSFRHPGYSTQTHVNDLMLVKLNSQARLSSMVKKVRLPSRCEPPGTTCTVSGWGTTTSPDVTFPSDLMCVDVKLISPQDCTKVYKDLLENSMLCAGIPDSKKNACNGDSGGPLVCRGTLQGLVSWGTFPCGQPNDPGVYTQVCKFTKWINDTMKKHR
GAA850 FXN act = frataxin GAA850 promoter activation; activation, % at 6 µM; HEK293 lucGAA850 FXN promoter luciferase reporter, 24 h; percent of 10 µM SAHA response; 360,000 compounds, 0.56% hits;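 active = activation above the average of all compounds screened plus 3 SD, cutoff fixed separately per campaign, cut at about 7.5% in these data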;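 note: 0% = DMSO wells and 100% = 10 µM SAHA wells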
ADAM10 inh = ADAM10 inhibition, QFRET primary screen | O14672 | recombinant ADAM10, EDANS/DABCYL FRET peptide cleavage, 3 h | inhibition, % at 7 µM | 370,000 compounds, 0.62% hits | AID 720582;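 active = inhibition above a per-campaign cutoff equal to the mean of compounds falling between control-based bounds plus 3 SD, cut at about 20% in these data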;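 note: 0% = DMSO wells while the 100% control is not disclosed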
Target sequence (O14672 214-748 limits assumed): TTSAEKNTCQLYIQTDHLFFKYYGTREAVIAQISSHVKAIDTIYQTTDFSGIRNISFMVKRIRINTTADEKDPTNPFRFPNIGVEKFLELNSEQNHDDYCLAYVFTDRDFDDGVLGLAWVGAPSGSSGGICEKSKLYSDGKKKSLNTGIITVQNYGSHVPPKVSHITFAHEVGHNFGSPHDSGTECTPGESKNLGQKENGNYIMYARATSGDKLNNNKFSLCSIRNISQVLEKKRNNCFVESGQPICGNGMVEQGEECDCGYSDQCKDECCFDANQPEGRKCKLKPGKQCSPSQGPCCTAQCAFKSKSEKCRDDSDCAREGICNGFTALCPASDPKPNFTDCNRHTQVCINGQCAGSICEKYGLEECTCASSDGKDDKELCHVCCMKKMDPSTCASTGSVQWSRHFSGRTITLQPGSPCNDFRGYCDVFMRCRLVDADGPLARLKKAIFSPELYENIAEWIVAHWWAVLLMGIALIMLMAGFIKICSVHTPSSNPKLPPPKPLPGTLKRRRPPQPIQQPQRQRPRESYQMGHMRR
Tn6 DDE FP = inhibitors of Tn6 peptide binding to human fibrin DD(E) | Fibrin DD(E) TRITC-Tn6 fluorescence polarization displacement | AID 720509 | 370,000 compounds, 0.21% hits | inhibition, % at 8.3 µM;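 active = inhibition above a per-campaign cutoff: mean of compounds within control limits plus 3 SD, cut at about 15% in these data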;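 note: 0% = median of all compound wells on the plate and 100% = blocking peptide control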
ASAP1 GAP inh = blocks human ASAP1-stimulated Arf1 GTP hydrolysis; GDP FP detection; Q9ULH1; inhibition, % at 16.5 µM; 360,000 compounds, 0.19% hits; in the data active = inhibition above about 25%;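 note: 0% = vehicle with enzyme and substrate and 100% = no enzyme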
An asterisk follows results filed as active; i = inactive; . = no result given.

Sample of the layout:
Order of values – HGIII-sPLA2 inh	ARFGAP1 inh	rCAG binder	NPR2 activator	GC-A act	proKLK7 act	GAA850 FXN act	ADAM10 inh	Tn6 DDE FP	ASAP1 GAP inh
NC(=O)NC(CC(=O)NCCc1ccc(S(N)(=O)=O)cc1)c1ccc(Cl)cc1 (stereo not given)
    -3	9	1	3	3	0.0	0.7	5	-4	-12
COc1ccc([N+](=O)[O-])cc1NC(=O)CCCOc1ccccc1
    -9	-3	3	-1	3	0.8	-1.1	4	1	-9

All compounds of this part, previewed entries included:
Order of values – HGIII-sPLA2 inh	ARFGAP1 inh	rCAG binder	NPR2 activator	GC-A act	proKLK7 act	GAA850 FXN act	ADAM10 inh	Tn6 DDE FP	ASAP1 GAP inh
NC(=O)NC(CC(=O)NCCc1ccc(S(N)(=O)=O)cc1)c1ccc(Cl)cc1 (stereo not given)
    -3	9	1	3	3	0.0	0.7	5	-4	-12
COc1ccc([N+](=O)[O-])cc1NC(=O)CCCOc1ccccc1
    -9	-3	3	-1	3	0.8	-1.1	4	1	-9
CN1CCN(c2ccc(CNC(=O)c3ccc(-c4ccc(F)c(F)c4)c4ccoc34)cc2)CC1
    -16	7	2	-2	-8	-0.2	0.8	10	1	2
NC1=NC(=Nc2cccc(S(=O)(=O)N3CCOCC3)c2)c2ccccc21
    4	2	-3	1	-1	-0.3	0.7	3	-5	1
CCOC(=O)c1cn(Cc2ccc(Br)cc2)nn1
    -9	9	-5	7	4	-0.8	-0.7	0	3	13
O=C(Oc1cccc2cccnc12)c1cccc([N+](=O)[O-])c1
    4	4	1	3	1	0.3	1.7	0	4	15
CC(C)C[C@H]1CN([C@@H](Cc2ccccc2)CN2CCC[C@@H]2CN2C(=O)C(=O)NC[C@@H]2Cc2ccccc2)C(=O)C(=O)N1CCc1ccccc1
    3	-2	3	5	-1	0.4	.	-12	-8	13
Cc1ccc(S(=O)(=O)NCCNC(=O)N2CCOCC2)cc1
    1	-10	1	3	5	0.7	-0.7	-7	5	-4
Cc1sc(NC(=O)c2ccco2)c(C(c2ccncc2)N2CCOCC2)c1C (stereo not given)
    5	5	-2	-8	-17	1.2	-1.8	-3	-7	-14
Cc1cc(=O)[nH]c(SCC2(O)C3CC4CC(C3)CC2C4)n1 (stereo not given)
    3	-5	-2	-4	-1	0.2	-0.7	7	-2	6
COc1cc(CC(=O)NCc2ccco2)cc(OC)c1OC
    6	8	-2	0	1	0.0	0.0	4	-8	-13
O=C(CCc1ccccc1)n1nc(-c2ccccc2)nc1NCc1ccco1
    1	0	-2	-2	1	0.5	-0.5	-6	1	-4
COc1ccc(OCCOCCN2CCN(C)CC2)cc1
    5	7	-2	1	3	-0.1	1.1	7	3	12
Nc1cc(Oc2ccc(F)cc2F)cc([N+](=O)[O-])c1
    10	13	1	-3	4	-0.1	3.3	6	-5	12
CCN(CC)S(=O)(=O)c1ccc(C)c(N=C=S)c1
    5	8	1	4	-1	0.2	3.4	-3	11	3
C[C@@H]1CN([C@H](C)CO)C(=O)CCCn2nncc2CO[C@@H]1CN(C)S(=O)(=O)c1ccc(-n2cccn2)cc1
    -1	-4	0	-1	-1	0.2	-0.8	-16	-1	-9
CCN(CC)c1ccc(N=C2C(=O)Nc3ccccc32)cc1
    10	-19	12	-21	-7	0.8	-0.3	-14	3	-10
Cc1c(NC(=O)COC(=O)c2cccn2C)c(=O)n(-c2ccccc2)n1C
    5	-4	4	7	-3	-0.1	-1.1	-3	3	5
COc1ccc(CCNc2ncnc3sccc23)cc1OC
    -1	0	0	-1	5	0.1	-5.8	-6	-7	2
CC(=O)c1cccc(NC(=O)c2ccc(N(Cc3ccccc3C)S(C)(=O)=O)cc2)c1
    -63	2	3	-3	-2	0.7	-0.7	11	-9	-1
O=C(Cc1ccccc1[N+](=O)[O-])OCC(=O)N1CCN(c2ccccc2)CC1
    7	-3	-5	-4	3	0.3	1.1	-11	-1	0
COc1cccc(C(=O)Nc2cc(=O)n(C)c(=O)n2C)c1OC
    -2	3	1	10	15	0.1	-1.8	-3	-8	5
CC(C)(C)[C@@H]1CCC(=O)N(CC[C@H](Sc2ccccc2)c2ccccc2)CC1
    -12	-4	-2	-1	-1	0.1	2.4	14	0	-9
CC(C)(C)c1ccc(C(=O)O[C@H]2[C@H](Cc3ccccc3)NS(=O)(=O)[C@H]3C[C@@H]4C=C[C@]23O4)cc1
    -4	1	14	-3	2	-0.4	2.0	1	-8	-5
COc1ccccc1N(CC(O)CN1CCCC1)S(=O)(=O)c1ccccc1 (stereo not given)
    2	-11	5	5	-6	-0.3	1.6	-6	10	4
CC(C)Cc1ccc(S(=O)(=O)N2CCOCC2)cc1
    -8	11	-4	2	-2	-0.6	1.3	-4	4	1
C=CCNc1c2c(nc3nnnn13)CCCC2
    4	5	0	7	1	-0.7	1.7	0	2	0
O=C(CSc1nnc(-c2ccccc2)c(-c2ccccc2)n1)NCc1ccco1
    -7	0	-1	3	-5	0.3	-2.1	5	-3	10
CCc1nc2c(OCc3ccc(Cl)cc3Cl)cccn2c1N(C)C(=O)C(C)C
    5	5	0	-5	-11	0.2	-1.9	9	0	-2
Cc1cccc(C(=O)Nc2nc3ncccn3c2-c2ccc(F)c(F)c2)c1
    -4	.	4	0	0	5.0	.	-258	1	.
COC(=O)CSc1cc(C)nc2ccc(OC)cc12
    2	7	6	0	-2	0.9	-1.8	-21	2	7
COc1ccc(OC)c(Nc2nc3nonc3nc2N2CCCC(C)C2)c1 (stereo not given)
    3	3	4	-1	1	0.0	0.8	-3	-1	8
COc1cccc(NC(=O)C2CCN(C(=O)[C@@H]3Cc4ccccc4CN3C(=O)OC(C)(C)C)CC2)c1
    -8	6	-5	4	8	-0.2	-0.8	-2	5	-3
CCC(C)CNC(=O)c1oc(=O)c2ccccc2c1-c1ccc(C)cc1 (stereo not given)
    -4	.	-1	-12	-16	0.0	.	0	10	.
CC(C)(C)c1ccc(OCC(=O)Nc2ccc(C(=O)Nc3ccccc3C(=O)O)cc2)cc1
    -13	-4	43*	0	-5	0.3	-1.8	-2	-3	10
O=C(CCC1COc2ccccc2O1)NC1CCCCC1 (stereo not given)
    6	3	-3	-1	1	-0.4	2.5	7	-8	1
CCOC(=O)c1sc(NC(=O)CSc2nc(O)c(Cc3ccccc3)c(=O)[nH]2)nc1C
    3	4	18	-1	-3	0.1	0.9	-8	1	2
CC(=O)c1ccc(N2CCN(C(=O)Cc3cccs3)CC2)cc1
    -4	-4	0	-5	1	0.6	2.2	-10	0	-3
Cc1cc(=O)oc2cc(NC(=O)c3ccccc3OC(F)F)ccc12
    -4	-4	6	3	-1	6.6	5.8	i	5	3
CN1CCN(C(=O)CN(Cc2ccc(Cl)cc2)S(C)(=O)=O)CC1
    -1	4	-4	2	-1	0.2	2.7	3	-3	-15
NNc1nc2c(-c3cccc(C(F)(F)F)c3)nnn2c2ccccc12
    8	6	30	6	-5	2.6	4.0	-55	-1	14
CCCOC(=O)c1c(NC(=O)CCCn2nc([N+](=O)[O-])c(Cl)c2C)sc(C(=O)OC)c1C
    7	4	1	-10	-6	0.1	0.4	-11	-1	7
COCc1cc(N2CCN(C(=O)OC(C)(C)C)C[C@H]2C)ccc1Br
    -1	1	0	4	2	0.4	.	-3	-12	-14
COc1ccccc1-n1c(=O)oc2ccc(Cl)cc2c1=O
    -3	8	1	-5	-1	7.4	1.4	-85	-7	-3
O=C(Nc1ccccc1)c1ccc(S(=O)(=O)NCC2CCCO2)cc1 (stereo not given)
    -5	2	0	0	-2	-0.8	-3.3	6	1	20
Cc1nc2ccccc2cc1O
    -1	4	1	2	-1	42*	0.2	i	-3	10
CCc1cccc(C)c1NC(=O)COC(=O)CNS(=O)(=O)/C=C/c1ccccc1
    -12	1	1	-5	-1	0.4	1.0	4	1	6
CCN(CC)S(=O)(=O)c1ccc(N2CCOCC2)c(NC(=O)c2cc3ccccc3oc2=O)c1
    -4	-6	2	0	4	-0.5	1.3	-2	6	-2
CCOc1ccc(NC(=O)CCNS(=O)(=O)c2ccc3c(c2)CCC(=O)N3)cc1
    -7	6	0	-1	-1	0.0	-0.1	0	2	-9
COc1cccc(-c2nc(CC(=O)O)cs2)c1OC
    3	2	0	5	-2	0.2	1.6	-13	-2	-11
CCOC(=O)c1ccc(NC(=O)CCc2nnc3ccc(N4CCCC4)nn23)cc1
    6	12	-2	-3	-3	0.0	0.0	-9	3	-8
Cc1ccc(NC(=O)C2(S(=O)(=O)c3ccc(Cl)cc3)CC2)c(Br)c1
    2	11	2	3	-6	0.2	0.8	8	8	-2
COc1ccc2cc3c(N)c(C(=O)NCc4ccco4)sc3nc2c1
    -1	0	18	-1	-1	-10	5.4	-145	-6	7
CCC(=O)Nc1nc2ccccc2n1Cc1ccccc1
    -6	4	-4	10	1	-0.1	3.3	-4	4	3
COc1ccc(OC)c(C2NC(=O)N(C)C(C)=C2C(=O)OCc2ccccc2)c1 (stereo not given)
    -5	7	-6	-6	-15	0.7	3.0	5	3	-18
CS(=O)(=O)Nc1ccccc1C(=O)Nc1cccc(Cl)c1
    -14	-4	13	2	1	-0.2	-1.4	-29	7	1
